PriA SSB inh: K. pneumoniae PriA-SSBct interaction inhibition; AlphaScreen SSBct-PriA binding, biotinylated peptide; inhibition, % at 33 µM; actives 0.6% (n = 430,000); in the data active means inhibition mostly above about 37%, no sharp cut-off; inactive means mostly below about 20%;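 further: plate controls were negative control peptide for no effect and reference peptide for full effect; strong numbers were not always called active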
Numbers without * were called inactive; & = joins results of further samples. A portion of the library; count on the stated rates, not on these rows.

SMILES	PriA SSB inh
CC(O)(CNC(=O)c1ccc2nsnc2c1)c1cc2ccccc2s1 (stereo not given)	-8
CC(=NO)C(=O)NCCCNCCCN(C)C	0
O=C(CCSc1ccc(F)cc1)Nc1ccccc1-c1nc2ccccc2s1	-14
O=C(COc1ccccc1F)Nc1c2c(nn1-c1ccccc1)CCC2	1
O=C(Cn1nc(-c2ccco2)n(C2CC2)c1=O)N1CCc2ccccc21	-4
Cc1cc(C)c2nc(N(Cc3cccnc3)C(=O)Cc3ccc(C(C)C)cc3)sc2c1	1
Cc1ccc(NC2CS(=O)(=O)CC2O)cc1 (stereo not given)	-13
O=C(NCc1nccc(N2CCCC2)n1)c1ccncc1	-20
CCc1nnsc1C(=O)Nc1ccc(S(=O)(=O)N2CCOCC2)cc1	6
COC(=O)NC(=O)c1c(NC(=O)c2ccc(Br)s2)sc(C)c1C	-17
COc1cc(OC)c(OC)cc1C=NNC(=O)c1cnccn1	-6
COc1ccc(N2CCN(C(=O)CC3CSc4nccc(=O)n43)CC2)cc1 (stereo not given)	-10
O=C(CSc1cn(Cc2ccc(Br)cc2)c2ccccc12)Nc1ccc(F)cc1	-18
COc1cc(Cl)c(C)cc1NC(=O)Oc1ccccc1	-14
COc1ccccc1NC(=O)NC(c1cccnc1)C1CCOCC1 (stereo not given)	-7
Cc1ccc(C)c(CSC2=NCCN2C(=O)C23CC4CC(CC(C4)C2)C3)c1	-1
Cc1noc(Cc2ccccc2NC(=O)Cn2cnc3ccccc3c2=O)n1	6
CC1Cc2ccccc2N1C(=O)COc1c(F)c(F)c(F)c(F)c1F (stereo not given)	-6
O=C(NN=Cc1ccc([N+](=O)[O-])o1)c1cn(-c2ccccc2)nc1-c1ccc(Cl)cc1	2
O=C(C1CCN(c2cc(Oc3ccccc3)ncn2)CC1)N1CCN(c2ccccc2F)CC1	10
O=C(N/N=C\c1cccc2ccccc12)c1ccc(Br)cc1	-6
NS(=O)(=O)c1ccc(CCNC(=O)c2nn(-c3ccc(F)cc3)cc2OCc2ccccc2)cc1	12
Cc1cccc(-n2nc3c(c2NC(=O)Nc2cccc(Cl)c2)CSC3)c1	-1&9
C#CCn1c(=NC(=O)c2ccccc2Cl)sc2ccccc21	-9
O=C(NN=Cc1cc([N+](=O)[O-])ccc1O)C12CC3CC(CC(C3)C1)C2	-8

(more compounds)
SMILES	PriA SSB inh
O=C(NCCN1CCC(c2cccs2)CC1)C(=O)Nc1ccon1	-16
CCOC(=O)c1ccc(NC(=O)Nc2c3ccccc3nc(=O)n2CC(C)C)cc1	-14
O=C(O)c1ccc(NCCCO)c([N+](=O)[O-])c1	-5
COc1ccc(CC(=O)Nc2ccc3c(c2)CCC(=O)N3C)cc1OC	13
Cc1c(NS(=O)(=O)c2ccc(CCN3C(=O)c4cccc5cccc(c45)C3=O)cc2)c(=O)n(-c2ccccc2)n1C	-14
O=C(CC(NCCN1CCOCC1)C(=O)O)Nc1cc(Cl)cc(Cl)c1 (stereo not given)	7
Nc1c(S(=O)(=O)c2cccs2)c2nc3ccccc3nc2n1Cc1ccco1	-19
O=C(C1=C(O)C(=O)N(CCCN2CCOCC2)C1c1cccs1)c1ccco1 (stereo not given)	-1
Nc1cccc(-c2ccc3nnc(-c4cccs4)n3n2)c1	-10
O=C(/C=C/c1ccc2c(c1)OCO2)c1cccs1	8
COc1cc(/C=C/C(=O)c2c(C)nc3ccc(Br)cc3c2-c2ccccc2)cc(Br)c1OC	-2
COC(=O)c1ccc(NC(=O)CSc2nnc(-c3ccc(=O)n(C)c3)n2C)cc1	3
O=C(/C=C\c1ccccc1)NCC(=O)NN=Cc1ccc(O)cc1O	0
COc1ccc(-c2nnc(NC(=O)C3CCCCC3)o2)cc1OC	-10
CCCCOc1ccc(NC(=O)NCC(c2ccsc2)N(C)C)cc1 (stereo not given)	-1
CCOc1ccc(-c2noc(-c3cc(-c4ccco4)n[nH]3)n2)cc1	-31
O=C(O)CS(=O)(=O)c1ccc(Cl)cc1	7
COc1cc(=O)n(-c2ccc(F)cc2)nc1C(=O)N1CCCc2ccccc21	6
CC(=O)N1CCc2ccc(NC(=O)Cc3cccc(C)c3)cc2C1	1
O=C(CSCc1ccccc1)Nc1nc(CN2CCc3ccccc3C2)cs1	7&9
COc1cccc(CSc2nc(C)c(CC(=O)O)c(=O)[nH]2)c1	24
Cc1cc(C)c(-n2c(O)c(C=NNC(=O)c3ccncc3)c(=O)[nH]c2=O)c(C)c1	3
Cn1c(=O)c2cc(C(=O)NCc3ccco3)sc2n(C)c1=O	-10
Cn1c(C2CCCN(S(C)(=O)=O)C2)nn(CC(=O)NCc2ccccc2Cl)c1=O (stereo not given)	-14&-6
Nc1c(C(=O)Nc2cccc(C(F)(F)F)c2)sc2nc3c(cc12)C(=O)CCC3	-18

(continued)
SMILES	PriA SSB inh
CCOc1ccccc1NS(=O)(=O)c1c[nH]c(=O)[nH]c1=O	6
Cc1noc(C)c1S(=O)(=O)Nc1cnc(N2CCOCC2)nc1N(C)C	-26
Cc1ccc(S(=O)(=O)NN=Cc2ccc(OCC(=O)Nc3ccccc3Cl)cc2)cc1	-6
CN(Cc1c(C(=O)NN=Cc2ccc(F)cc2)nnn1-c1nonc1N)C1CCCCC1	2
Cc1ccccc1C(=O)Nc1cccc(-c2ccc3nnc(-c4cccs4)n3n2)c1	-10
NS(=O)(=O)c1ccc(CCNC(=O)CCCn2nc(-c3cccs3)ccc2=O)cc1	-9&-1
COc1ccc2cc(C(=O)Nc3cc(C)on3)sc(=O)c2c1OC	-12
O=C(N/N=C\c1ccc(Br)cc1)c1cnccn1	-3
O=S(=O)(NCC(O)c1cccs1)c1ccccc1OC(F)(F)F (stereo not given)	-18
CCOc1cc(/C=N\NC(=O)c2cc(-c3ccco3)[nH]n2)ccc1O	27
Cc1nn(C(C)C)c(C)c1S(=O)(=O)N1CCC(n2c(=O)[nH]c3ccccc3c2=O)CC1	-3
CCn1c(SCC(=O)Nc2ccc(F)cc2F)nc2c(c1=O)S[C@@H](C)C2	-6
COC(=O)C1=Nc2ccccc2C1=Cc1c(O)n(-c2cc(OC)ccc2OC)c(=O)[nH]c1=O	-13
CCOC(=O)Cc1csc(NC(=O)c2ccc(N3C(=O)CCC3=O)cc2)n1	0
O=C(COc1cccc2ccc(N3CCN(c4ccccc4)CC3)nc12)NCc1ccc(F)cc1	5
O=C(Nc1ccc(-c2ccc3nnc(-c4ccncc4)n3n2)cc1)c1cccc([N+](=O)[O-])c1	-5
COC(=O)c1ccc(C(=O)NC[C@@](C)(O)CCSC)cc1	-6
O=C(Nc1ccc(-c2cn3ccsc3n2)cc1)Nc1ccc2c(c1)OCO2	0
CC(=NNc1nc(N2CCOCC2)nc(N2CCOCC2)n1)c1ccc([N+](=O)[O-])cc1	-8
O=S(=O)(c1ccc(F)cc1)C1CCN(S(=O)(=O)c2ccc3c(c2)CCCC3)CC1	-14
CCCS(=O)(=O)NCCn1ncc2c(N3CCCC3)ncnc21	-6
COc1ccc2nc(-c3ccc(NC(=O)COc4ccc(Cl)cc4)cc3)cn2n1	-2
CCOC(=O)N1CCN(S(=O)(=O)c2ccc(C(=O)Nc3nc(-c4ccc(C)o4)cs3)cc2)CC1	-11
CCOC(=O)c1c(NC(=O)CN2CCC(c3nc4ccccc4[nH]3)CC2)sc2c1CCCC2	-11
O=C(CSc1nnc(CCn2ccc(=O)[nH]c2=O)o1)N1CCc2ccccc21	1

Next structures follow:
SMILES	PriA SSB inh
O=C(C1CC=CCC1)N(Cc1ccoc1)Cc1cccs1 (stereo not given)	-31
N#CC1=C(NC(=O)CCl)NC(SCc2ccccc2)=C(C#N)C12CCCCC2	-7
COc1cc(-c2ccc(SCC(=O)Nc3nc4ccccc4s3)nn2)cc(OC)c1OC	0
Cc1ccc(Cc2cnc(NC(=O)/C(C#N)=C/c3ccc(F)cc3)s2)cc1	5
CCn1c2ccccc2c2cc(C=NNC(=O)c3ccncc3)ccc21	8
Cc1ccc2cccc(C(=O)NCc3cccc(Oc4ccccn4)c3)c2n1	-9
O=C(Nc1cnn(C2CCOC2)c1)c1ccc(Cl)s1 (stereo not given)	1
CCOC(=O)[C@@H]1CCc2sc(NC(=O)C3CN(C(=O)c4cnccn4)C3)nc21	-9
CCC(=NN=C1SC(C)C(=O)N1Cc1ccco1)c1ccccc1 (stereo not given)	-7
CC(=O)N1CC(C(=O)Nc2cccc(Br)c2)C1	1
CCOc1ccc(Nc2n[nH]c(=S)n2-c2ccc(OCC)cc2)cc1	6
Cc1c(Cl)cccc1NC(=O)C(=O)NCCC(c1ccccc1)c1ccccc1	-4
Cc1ncn(CC(=O)N2CCC[C@H](Cc3nc(-c4cnccn4)no3)C2)c(=O)c1C	-10
CC(=NNC(=O)c1ccccc1)c1ccc(N2CCOCC2)cc1	-12
CSc1nncn1N=Cc1ccc([N+](=O)[O-])cc1	-2
O=C(Nc1cc(Cl)ccc1-c1nc2ccccc2[nH]c1=O)c1cccc(F)c1	1
CC(Oc1cccc(F)c1)C(=O)Nc1cccc(-c2ccc(N3CCOCC3)nn2)c1 (stereo not given)	2
COC(CNC(=O)C(=O)Nc1ccccc1C(F)(F)F)c1ccco1 (stereo not given)	-7
Cc1ccc(-c2csc3nc(SCC(=O)NCc4ccco4)n(-c4ccccc4)c(=O)c23)o1	7
Cc1ccc(NC(=S)NC(=NS(=O)(=O)c2ccccc2)c2ccccc2)cc1	-4
CCc1ccc(S(=O)(=O)Nc2cccc(-c3csc4nc(C)c(C)c(=O)n34)c2)s1	-1
CCN(Cc1ccccc1)C(=O)c1cn(-c2cccc(Cl)c2)nn1	-6
O=C(Nc1cccc2cccnc12)c1cccc(Oc2ccccn2)c1	-34
ON=C1CCCCc2ccccc21	-5
CS(=O)(=O)c1ccc(NC(=O)C2(c3ccc(Cl)cc3)CCCC2)cc1	-8
COc1ccccc1NC(=O)CCn1c(=S)[nH]c2ccccc2c1=O	-11
Cc1ccc(C)c(-c2nnc(NC(=O)c3ccc(S(=O)(=O)N4CCCCC4C)cc3)o2)c1 (stereo not given)	4
O=C(c1c(F)cccc1F)N1CCC(Oc2ncccc2Br)CC1	-3
COc1ccc(OC)c(C(=O)N(CCn2cccn2)c2nc3c(C)cc(C)cc3s2)c1	9

Sorted by heavy-atom count (smallest number first): part of the list above
SMILES	PriA SSB inh
O=C(C1CC=CCC1)N(Cc1ccoc1)Cc1cccs1 (stereo not given)	-31
CC(=NNC(=O)c1ccccc1)c1ccc(N2CCOCC2)cc1	-12
CS(=O)(=O)c1ccc(NC(=O)C2(c3ccc(Cl)cc3)CCCC2)cc1	-8
Cc1ccc(Cc2cnc(NC(=O)/C(C#N)=C/c3ccc(F)cc3)s2)cc1	5
Cc1ccc2cccc(C(=O)NCc3cccc(Oc4ccccn4)c3)c2n1	-9
COc1ccc(OC)c(C(=O)N(CCn2cccn2)c2nc3c(C)cc(C)cc3s2)c1	9

Exported field by field: three of the compounds above
> CC(=O)N1CC(C(=O)Nc2cccc(Br)c2)C1
- PriA SSB inh: 1

> CCN(Cc1ccccc1)C(=O)c1cn(-c2cccc(Cl)c2)nn1
- PriA SSB inh: -6

> CS(=O)(=O)c1ccc(NC(=O)C2(c3ccc(Cl)cc3)CCCC2)cc1
- PriA SSB inh: -8

Screens from PubChem.
